Source: PubChem BioAssay (several laboratories)
TMEM16A act – activators or potentiators of mouse TMEM16A chloride channel; HEK293 TMEM16A/YFP-H148Q/I152L, iodide quench fluorescence; active compounds read low; B-score at 10 µM; actives 0.3% (n = 340,000);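 active means fluorescence-ratio B-score plate-corrected deviation score at least 3 library SD below zero, with starting fluorescence score within 5 deviations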;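 further: channel opened by trigger with iodide after compound preincubation; score built on the fluorescence ratio of max minus min over baseline; more negative score means more quench and so TMEM16A activation or potentiation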
DYRK1A inh – blocks rat Dyrk1A kinase activity; Q63470; ADP-Glo luminescence, NFATc1 peptide; inhibition, % at 12.5 µM; actives 0.43% (n = 310,000); AID 504441; in the data active means inhibition above about 50%;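 further: plate controls were vehicle with enzyme for no effect and no enzyme for full effect; many of its hits are not listed in these tables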
HDAC3 inh – blocks human histone deacetylase 3 | recombinant HDAC3, fluorogenic peptide/trypsin coupled, fluorescence | inhibition, % at 8.3 µM | actives 0.15% (n = 320,000) | AID 2718; in the data active means inhibition above about 26%, passing the limit was not always enough; inconclusive means no clear call, values can overlap the other calls
Target sequence (O15379 whole entry, looked up): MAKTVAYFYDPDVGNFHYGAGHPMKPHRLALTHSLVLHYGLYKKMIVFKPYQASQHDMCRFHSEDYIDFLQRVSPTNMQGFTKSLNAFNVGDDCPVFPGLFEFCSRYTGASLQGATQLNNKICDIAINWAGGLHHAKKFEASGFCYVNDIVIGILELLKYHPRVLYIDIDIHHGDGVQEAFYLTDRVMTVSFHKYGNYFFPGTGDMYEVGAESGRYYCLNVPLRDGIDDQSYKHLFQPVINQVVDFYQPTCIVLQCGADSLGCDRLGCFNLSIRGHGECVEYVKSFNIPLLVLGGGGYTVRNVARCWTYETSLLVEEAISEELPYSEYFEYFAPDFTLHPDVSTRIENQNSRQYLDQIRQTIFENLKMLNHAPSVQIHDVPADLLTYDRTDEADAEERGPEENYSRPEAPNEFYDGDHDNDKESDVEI
KCNK3 block – human KCNK3 channel inhibition, primary screen; CHO-KCNK3 thallium flux, FluxOR fluorescence; active compounds read low; actives 0.84% (n = 340,000); B-score at 10 µM; O14649;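 active means B-score under library mean minus 4 SD, starting fluorescence ratio at most library mean plus 5 SD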;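 further: more negative B-score means stronger inhibition of thallium flux through KCNK3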
Target sequence (O14649 whole entry, looked up): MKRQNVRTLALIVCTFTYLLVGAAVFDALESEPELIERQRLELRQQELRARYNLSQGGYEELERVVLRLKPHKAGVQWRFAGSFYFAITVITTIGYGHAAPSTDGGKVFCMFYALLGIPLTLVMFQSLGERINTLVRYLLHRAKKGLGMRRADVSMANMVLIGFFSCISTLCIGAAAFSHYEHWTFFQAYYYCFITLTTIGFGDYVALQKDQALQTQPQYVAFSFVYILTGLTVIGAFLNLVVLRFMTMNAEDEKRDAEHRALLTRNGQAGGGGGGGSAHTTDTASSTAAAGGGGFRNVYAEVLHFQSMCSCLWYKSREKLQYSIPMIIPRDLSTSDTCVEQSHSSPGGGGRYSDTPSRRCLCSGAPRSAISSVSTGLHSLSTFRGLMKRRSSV
Numbers without * were called inactive; i = inactive; ? = inconclusive. This is a subset (hit frequency here may not be typical).

SMILES | TMEM16A act | DYRK1A inh | HDAC3 inh | KCNK3 block
CCN(CC(=O)Nc1ccc(NC(C)=O)cc1)C(=O)/C=C/c1ccc(C)o1 | i | -1 | 14 | i
CN(C)CCNc1oc(-c2ccccc2Cl)nc1S(=O)(=O)c1ccccc1 | i | 12 | 9 | i
CCN(C(=O)COC(=O)C1CC1)c1c(N)n(Cc2ccccc2)c(=O)[nH]c1=O | i | 8 | 1 | i
Cc1ccc(S(C)(=O)=O)cc1C(=O)Nc1ccc(S(=O)(=O)Nc2nccs2)cc1 | i | 3 | 2 | i
CN(CC(=O)Nc1cccc(F)c1)C(=O)c1ccc(OCc2cn3ccccc3n2)cc1 | i | 4 | -1 | i
CCOC(=O)c1c(C)[nH]c(C)c1C(=O)COC(=O)Cc1ccc(OC)c(OC)c1 | i | -1 | -3 | i
Cc1cc(N(C)C(=O)c2ccc3c(c2)S(=O)(=O)c2cc(Cl)ccc2C3=O)c(C(F)(F)F)o1 | i | -2 | -4 | i
CC(C)(C)[C@@H]1COC(=O)[C@H](Cc2ccc(F)cc2)C/C=C\C[C@@H](CC(=O)NCCO)C(=O)N1 | i | -5 | -3 | i
O=C(CN1C(=O)NC(c2ccccc2)(c2ccccc2)C1=O)NCc1ccco1 | i | -1 | -3 | i
O=C(COc1ccccc1F)NCC(c1ccc(F)cc1)N1CCOCC1 (stereo not given) | i | -1 | -3 | i
CCN(CC(=O)NC(C)C)C(=O)c1cc(S(=O)(=O)N2CCCCC2)ccc1N1CCCCC1 | i | 1 | -7 | i
O=C(CNC(=O)c1ccc2c(c1)OCO2)Nc1cccc(Br)c1 | i | 0 | 3 | i
Cc1ccc(S(=O)(=O)NCCC(=O)NC2CCCCC2)cc1 | i | 1 | -2 | i
O=c1c2cc(F)ccc2sn1-c1ccc(F)cc1 | i | 12 | ? | i
COc1ccc(C2=NOC(Cn3nc(-c4ccccc4)cc3C(=O)NCc3cccc(Br)c3)C2)cc1 (stereo not given) | i | 4 | 13 | i
COCCn1c(N)c(C(=O)c2cccc(S(=O)(=O)N3CCCCCC3)c2)c(=O)[nH]c1=O | i | 1 | -1 | i
CC(C)CN(C(=O)CN1C(=O)NC(c2ccccc2)(c2ccccc2)C1=O)C1CCS(=O)(=O)C1 (stereo not given) | i | 0 | -3 | i
C[C@H](CO)N1C[C@H](C)[C@@H](CN(C)Cc2ccc(Cl)c(Cl)c2)Oc2c(NC(=O)C3CCOCC3)cccc2C1=O | i | 2 | 4 | i
COc1ccccc1C(=O)NC(CCSC)C(=O)N1CCN(C(C)=O)CC1 (stereo not given) | i | -3 | 7 | i
O=C(COC(=O)/C=C/c1cccc(F)c1)NC(=O)NC1CCCC1 | i | 1 | -7 | i
Cc1cc(NC(=O)COC(=O)C2CC2)ccc1Br | i | 1 | 5 | i
CN(CC(=O)Nc1cc(Cl)ccc1Cl)C1CCS(=O)(=O)C1 (stereo not given) | i | 5 | -1 | i
O=C(Nc1cc(C2CC2)nn1-c1ccccc1)c1ccc(F)cc1 | i | 3 | -3 | i
CCC(CO)Oc1cc(NC(=O)c2ccc(Cl)cc2)c2ncn(C(C)C)c2c1 (stereo not given) | i | 3 | -1 | i
CN(CC(=O)N(C)CC(=O)Nc1c(Cl)cccc1Cl)Cc1ccc(Br)s1 | i | 9 | 2 | i
SMILES | TMEM16A act | DYRK1A inh | HDAC3 inh | KCNK3 block
CC(Sc1ccc(Cl)cc1)C(=O)NNC(=O)c1ccco1 (stereo not given) | i | 4 | 0 | i
CC(OC(=O)c1cccc(S(=O)(=O)N2CCN(C)CC2)c1)C(=O)Nc1ccc(C(N)=O)cc1 (stereo not given) | i | -1 | -1 | i
Cc1ccc(Cl)cc1C1=CC(=O)C[C@H](c2ccc(F)cc2)C1 | i | 1 | 10 | i
CCN(C(=O)COC(=O)Cc1coc2cc(C)ccc12)c1c(N)n(Cc2ccccc2)c(=O)[nH]c1=O | i | -2 | -5 | i
CCCCOc1ccc(C(=O)OCC(=O)N2CCCCCC2)cc1 | i | 1 | 2 | i
CC1CCc2sc(C(=O)NC3CCN(Cc4ccccc4)CC3)cc2C1 (stereo not given) | i | -1 | 0 | i
N#Cc1ccc(-c2ccc(C3Nc4ccccc4C(=O)N3O)o2)cc1 (stereo not given) | i | -13 | -2 | i
COc1ccc(CCC(=O)OCc2csc(CC(=O)Nc3ccc(C)cc3)n2)cc1OC | i | 5 | -4 | i
COc1ccc(CCNC(=O)c2cc(C3CC3)nc3c2cnn3C(C)C)cc1 | i | 0 | 0 | i
COc1cccc(CNC(=O)COC(=O)/C(C#N)=C/c2ccc(N(C)C)cc2)c1 | i | -5 | -4 | i
CC(C)(C)[C@H]1COC(=O)[C@H](Cc2ccc(F)cc2)CC/C=C/C[C@@H](CC(=O)N[C@H](CO)Cc2ccccc2)C(=O)N1 | i | -6 | 1 | i
Cc1ccccc1OCCC(=O)Nc1ccccc1C(=O)N1CCCCC1 | i | 2 | 2 | i
CCCCn1nc(C(=O)Nc2cccc(C(=O)NC3CC3)c2)c2ccccc2c1=O | i | 13 | -5 | i
COc1ccc([C@H]2CC(=O)C=C(c3ccc(C)c(F)c3)C2)cc1 | i | -2 | 8 | i
CCOc1ncccc1C(=O)Nc1cccc(S(=O)(=O)NC2=NCCC2)c1 | i | 7 | -2 | i
O=C1NCCOC(=O)[C@@H](Cc2ccc(F)cc2)CC/C=C/C[C@@H]1CC(=O)N(CCO)Cc1ccccc1 | i | -7 | -7 | i
CCC(COC)Oc1cc(NCc2ccccc2)c2ncn(C(C)C)c2c1 (stereo not given) | i | 21 | -1 | i
Cc1nnc(NC(=O)c2ccc(F)c(S(=O)(=O)N3CCOCC3)c2)s1 | i | 2 | 0 | i
O=C(c1ccc(Cl)c([N+](=O)[O-])c1)N1CCN(S(=O)(=O)c2ccc(Cl)cc2)CC1 | i | 3 | 4 | i
O=C(CSc1nnc2ccccn12)NNC(=O)c1ccccc1F | i | -2 | 2 | i
COc1ccc(Cl)cc1NC(=O)CN1C(=O)NC(C)(Cc2ccc(OC)c(OC)c2)C1=O (stereo not given) | i | 3 | -1 | i
C[C@H](CO)N1C[C@H](C)[C@H](CN(C)CC2CCCCC2)Oc2ccc(NS(=O)(=O)c3ccc(F)cc3)cc2CC1=O | i | 0 | 7 | i
Nc1ncnc2c1ncn2[C@@H]1O[C@H](CNCC#Cc2ccccc2)[C@@H](O)[C@H]1O | i | 6 | -1 | i
NC(=O)c1ccc(NC(=O)COc2ccc(-n3cnnn3)cc2)cc1 | i | 3 | -6 | i
COC(=O)c1ccccc1NC(=O)CN1C(=O)NC2(CCCCCCC2)C1=O | i | 0 | -7 | i

Profiles from above:
Record of CCOc1ncccc1C(=O)Nc1cccc(S(=O)(=O)NC2=NCCC2)c1 → TMEM16A act: i; DYRK1A inh: 7; HDAC3 inh: -2; KCNK3 block: i
Record of COc1ccc(CCNC(=O)c2cc(C3CC3)nc3c2cnn3C(C)C)cc1 → TMEM16A act: i; DYRK1A inh: 0; HDAC3 inh: 0; KCNK3 block: i
Record of O=C1NCCOC(=O)[C@@H](Cc2ccc(F)cc2)CC/C=C/C[C@@H]1CC(=O)N(CCO)Cc1ccccc1 → TMEM16A act: i; DYRK1A inh: -7; HDAC3 inh: -7; KCNK3 block: i

Reformatted in markdown: entries from further up
| SMILES | TMEM16A act | DYRK1A inh | HDAC3 inh | KCNK3 block |
| --- | --- | --- | --- | --- |
| CCN(C(=O)COC(=O)Cc1coc2cc(C)ccc12)c1c(N)n(Cc2ccccc2)c(=O)[nH]c1=O | i | -2 | -5 | i |
| CC(C)(C)[C@H]1COC(=O)[C@H](Cc2ccc(F)cc2)CC/C=C/C[C@@H](CC(=O)N[C@H](CO)Cc2ccccc2)C(=O)N1 | i | -6 | 1 | i |

Following part.
SMILES | TMEM16A act | DYRK1A inh | HDAC3 inh | KCNK3 block
COc1cc(S(=O)(=O)NCC(c2ccco2)N2CCCCC2)ccc1NC(C)=O (stereo not given) | i | -6 | 3 | i
CC(=O)c1c(C)[nH]c(C(=O)OCc2csc(CC(=O)Nc3ccccc3C)n2)c1C | i | 1 | 2 | i
C[C@H](CO)N1C[C@H](C)[C@@H](CN(C)S(=O)(=O)c2cccs2)Oc2ccc(NC(=O)Cc3ccccc3)cc2C1=O | i | 2 | 4 | i
COCCn1c(N)c(N(Cc2ccccc2)C(=O)c2cc(=O)[nH]c3ccccc23)c(=O)[nH]c1=O | i | 3 | 0 | i
COC(=O)/C=C/c1ccccc1CN1[C@@H](CC(=O)OC)c2ccccc2S1(=O)=O | i | 3 | 5 | i
CCOC(=O)c1c(C)[nH]c(C(=O)NNC(=O)c2ccccc2F)c1C | i | -3 | -3 | i
O=C(CN1C(=O)NC2(CCCCCCC2)C1=O)NCc1ccccc1 | i | 0 | 1 | i
COc1ccc(OCCOC(=O)C(C)NS(=O)(=O)c2ccc(NC(C)=O)cc2)cc1 (stereo not given) | i | 1 | -1 | i
Fc1ccc2cnc(C3=CCCCC3)cc2c1 | i | -11 | 0 | i
O=C(Cn1cnc2c(OCc3ccccc3)ncnc21)N[C@H](CO)Cc1cc2ccccc2[nH]1 | i | 3 | -6 | i
COC(=O)N[C@@H]1C[C@H]2[C@@H]3CC[C@H]4C[C@@H](OC)CC[C@]4(C)[C@H]3CC[C@@]12C | i | -1 | 4 | i
COc1cccc(-c2sc3ccccc3c2-c2ccc(OCCN(C)C)cc2)c1 | i | 8 | 17 | i
CC1(C)CC(=O)C=C(c2cccc(Cl)c2O)C1 | i | 2 | -2 | i
CCCCN(C(=O)c1ccncc1)c1c(N)n(CCC)c(=O)[nH]c1=O | i | 5 | 2 | i
COC(=O)c1ccc(CNC(=O)CCC(=O)N2CCOCC2)cc1 | i | 7 | 1 | i
Cc1ccc(NC(=O)COC(=O)Cn2cnc3c2c(=O)n(C)c(=O)n3C)cc1 | i | 2 | -2 | i
O=C(COC(=O)c1cccnc1Cl)NC(=O)NC1CCCCC1 | i | 1 | 3 | i
CCOC(=O)/C=C/[C@H]1CCc2cccc(Cl)c2O1 | i | 9 | 8 | i
CN1CCN(C2CCN(c3ccc(Nc4nnc(Cl)c(Nc5ccccc5S(C)(=O)=O)n4)c(OC(CF)CF)c3)CC2)CC1 | i | 6 | 0 | i
O=S(=O)(NCCc1ccccn1)c1cc(Cl)cc(Cl)c1O | i | 2 | ? | i
CC(=O)NC(c1ccco1)c1cc(Cl)c2ccccc2c1O (stereo not given) | i | -1 | -35 | i
COc1ccc(NC(=O)CCC(=O)c2ccc(Cl)cc2)cn1 | i | -3 | 5 | i
CCOc1ncccc1C(=O)NCC(c1ccco1)N1CCCCC1 (stereo not given) | i | -3 | 3 | i
C[C@H](CO)N1C[C@H](C)[C@@H](CN(C)C(=O)Nc2ccc(C(F)(F)F)cc2)Oc2c(NC(=O)Nc3ccc4c(c3)OCO4)cccc2C1=O | i | -5 | 7 | -9*
Cc1nnc(SCC(=O)c2c(N)n(C3CC3)c(=O)[nH]c2=O)n1C | i | -2 | -11 | i
SMILES | TMEM16A act | DYRK1A inh | HDAC3 inh | KCNK3 block
COc1ccccc1C(=O)NCC(=O)OC(C)C(=O)NC1CCCCC1C (stereo not given) | i | 3 | 4 | i
CC(NCC(=O)Nc1ccccc1C(=O)NC1CC1)c1cccc(C(F)(F)F)c1 (stereo not given) | i | 3 | 1 | i
Cc1ccc([N+](=O)[O-])cc1S(=O)(=O)Nc1ccc(C(=O)NCC2CCCO2)cc1 (stereo not given) | i | 1 | 1 | i
COc1ccc(NC(=O)COC(=O)c2cccn2C)cc1S(=O)(=O)N1CCCCC1 | i | -3 | 2 | i
CC(C)Cn1c(N)c(C(=O)COC(=O)c2nccnc2N)c(=O)n(C)c1=O | i | 0 | -86 | i
N#Cc1ccc(OCC(=O)NC2CCCCCC2)cc1 | i | -2 | 7 | i
O=C(OCC(=O)N1CCN(c2ccccc2)CC1)c1ccc([N+](=O)[O-])s1 | i | -1 | 0 | i
CN(C)C(=O)CSc1nc2cc(S(=O)(=O)N3CCOCC3)ccc2o1 | i | -5 | -2 | i
CC(=O)C[C@H](O)CC(=O)[C@H]1OC(=O)[C@H](C)C/C=C\Cc2ccccc21 | i | 48 | -2 | i
CC(=O)NS(=O)(=O)c1ccc(NC(=O)C(C)NS(=O)(=O)/C=C/c2ccccc2)cc1 (stereo not given) | i | -2 | -4 | i
O=C(c1cc(-c2ccc(F)cc2)nc2ccccc12)N1CCN(C2CCS(=O)(=O)C2)CC1 (stereo not given) | i | -1 | 3 | i
Cc1ccc(S(=O)(=O)N2CCOCC2)cc1NC(=O)CN1C(=O)NC(C)(c2ccc(Cl)cc2Cl)C1=O (stereo not given) | i | 1 | -6 | i
CCn1nc(C(=O)Nc2nc(-c3ccccn3)cs2)c2ccccc2c1=O | i | -4 | -6 | i
O=C(OCC(=O)N1CCc2ccccc21)c1ccc([N+](=O)[O-])cc1 | i | -1 | -1 | i
Cc1ccc2c(c1)[C@H]1[C@H](CO2)[C@H](c2ccccc2)[C@]2(C)C(=O)N(Cc3ccccc3)CC(=O)N12 | i | 16 | 10 | i
C=CCOc1ccc(/C=C/C(=O)OCc2csc(CC(=O)Nc3ccccc3C)n2)cc1 | i | 0 | -1 | i
CC(C)NC(=O)N(C)C[C@H]1Oc2ccc(NC(=O)Nc3ccccc3)cc2C(=O)N([C@H](C)CO)C[C@@H]1C | i | 4 | -2 | i
CCN(CC(=O)Nc1ccc2c(c1)OCO2)CC(=O)Nc1ccccc1C(F)(F)F | i | 1 | 8 | i
